# High-throughput results as filed in PubChem.
# aSyn tox rescue – inhibitors of alpha-synuclein toxicity in yeast | 0.02% of 94,000 active | AID 1347070 | S. cerevisiae alpha-synuclein toxicity rescue, BacTiter-Glo growth, 24 h | Potency, µM (highest dose often 46.1 µM), inactives show at the top dose growth rescue (activation), actives largely listed as activators; active = well fitted activation curve with a large enough effect; inconclusive = small, poorly fitted or top-dose-only effect; also: 0% is about no effect
#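 Growth restoration measured by BacTiter-Glo luminescence after 24 hr at 30 deg C; alpha-synuclein yeast, raffinose-pregrown to mid-log, were added at OD600=0.02 in galactose medium onto pinned compounds.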
# * hit, by the source's call; ? = inconclusive; & = joins results of further samples; [ ] = dose if it differs, or a comment. Potency is read from the fitted curve at half-maximal effect. Not all compounds are listed; the hit share may differ from the screen's.
Compound	aSyn tox rescue
COC(=O)c1cc(NC2(c3ccccc3)C(=O)c3ccccc3C2=O)cc(C(=O)OC)c1	-6%
CCOc1cccc(C(=O)N2CCC(c3nc4ccccc4s3)CC2)c1	1%
CC1=C(C(=O)N2CCOCC2)CC(CC(=O)NC2CC2)C(=O)N1Cc1ccc(C(C)(C)C)cc1 (stereo unspecified)	-5%
CCOC(=O)c1ccc(NC2=CC(c3ccc(Br)cc3)N(c3ccc(C(=O)OCC)cc3)C2=O)cc1 (stereo unspecified)	-4%
COc1ccc(NC(=O)CSc2oc(-c3ccco3)nc2S(=O)(=O)c2ccc(C)cc2)c(OC)c1	5%
COc1ccc(CNC(=O)Cn2c(=O)cc(C)c3c(C)nn(-c4cccc(Cl)c4C)c32)cc1	4%
Cc1cccc(C(=O)Nc2nc3c(s2)CCCC3)c1	-52%[inhibitor]
Cc1ccc(NC(=O)N2CCN3CCCCC3C2)cc1C (stereo unspecified)	-4%
Fc1ccc(C(Nc2ccccc2Cl)c2nnc(-c3ccccc3Cl)o2)cc1 (stereo unspecified)	3%
CCN(CC)CCCNC(=O)c1nn(-c2ccc(C)cc2)c(=O)c2c1c1ccccc1n2C	5%
CCC(C)Nc1sc(S(=O)(=O)CC)nc1S(=O)(=O)c1ccc(C)cc1 (stereo unspecified)	-14%
Cc1ccc(CNC(=O)C2CCCC2)cc1	-2%

Compound	aSyn tox rescue
CCOC(=O)c1ccccc1NC(=O)COc1ccccc1-c1nnc(-c2ccccc2)o1	?
Cc1csc(=O)n1CCC(=O)OCC(=O)NCc1ccccc1	-9%
CCOC(=O)COc1ccc(F)cc1C(=O)c1ccn2nc(-c3ccc(C)cc3)cc2n1	6%
Cc1cccc(OCc2nnc(SCC(=O)NCC3CCCO3)n2C)c1 (stereo unspecified)	-1%
Cc1cc(N2CCC(C)CC2)nc2ccc(NC(=O)CCC(=O)N3CCN(c4cccc(C(F)(F)F)c4)CC3)cc12	0%
O=C(c1cc(-c2ccc(Br)cc2)nc2ccccc12)N1CCN(c2ccccc2O)CC1	-36%[inhibitor]
CCOC(=O)C1(C)C=C(Nc2ccc(C)cc2)C(=O)N1c1ccccc1 (stereo unspecified)	1%
O=C(O)CCc1ccc(S(=O)(=O)Nc2ccccc2C(=O)NCCc2ccccc2)cc1	-2%
O=c1[nH]c(C2CCCN(S(=O)(=O)c3ccc(F)cc3)C2)nc2c1nnn2Cc1ccc(F)cc1 (stereo unspecified)	-5%
CCc1ccc(NC(=O)[C@H](CSCc2ccccc2)N2Cc3ccccc3C2=O)cc1	1%
CCOCCCNC(=O)/C(C#N)=C/c1ccc(Cl)c([N+](=O)[O-])c1	-20%
O=C(NC(=S)Nc1ccc(Cl)cc1)c1cncc(Br)c1	-4%

# Part of the list above in order of molecular weight, descending:
Compound	aSyn tox rescue
O=C(O)CCc1ccc(S(=O)(=O)Nc2ccccc2C(=O)NCCc2ccccc2)cc1	-2%
CCc1ccc(NC(=O)[C@H](CSCc2ccccc2)N2Cc3ccccc3C2=O)cc1	1%
Cc1csc(=O)n1CCC(=O)OCC(=O)NCc1ccccc1	-9%

# The list goes on.
Compound	aSyn tox rescue
Cc1nc(SCC(=O)Nc2nsc(-c3ccc(C(C)(C)C)cc3)n2)c2c3c(sc2n1)CCCC3	-7%
Cn1nc(C(=O)NCc2ccc(Cl)cc2)c2c1-c1ccccc1S(=O)(=O)C2	-3%
COC(=O)Nc1csc2c1NC(=O)CCCC2	-2%
CCOc1ccc(CNC(=O)CCn2c(=O)c3cccn3c3cccnc32)cc1	-12%
Cc1ccc(C(=O)Nc2nc3n(n2)C(c2ccccc2)C=C(c2ccccc2)N3)cc1 (stereo unspecified)	5%
Cc1ccc(Nc2c3c(nc4nncn24)CCC3)c(C)c1	5%
CCC1CCCCN1CC(C)(C)NS(=O)(=O)c1ccccc1 (stereo unspecified)	9%
COc1ccc(NC(=O)Cn2c(=O)oc3cc(S(=O)(=O)NC4CCCC4)ccc32)cc1OC	5%
Cc1ccc2[nH]c(CSc3nnc(NC(=O)c4ccccc4C)s3)cc(=O)c2c1	1%
CC(=O)Nc1ccc(S(=O)(=O)N[C@@H](C)C(=O)N2CCN(c3ccccn3)CC2)cc1	9%
C=CCn1nc(C(=O)N2CCOCC2)cc1-c1sc(NC(=O)c2ccccc2)nc1C	-6%
Cc1nc(Cc2nnc(SCC(=O)N3c4ccccc4NC(=O)C3(C)C)o2)cs1	-2%

Compound	aSyn tox rescue
CC(=O)c1cccc(NC(=O)CSc2nnc3ccc(-c4ccc(F)cc4)nn23)c1	2%
C[C@@H]1CN([C@H](C)CO)C(=O)CCCn2nncc2CO[C@@H]1CN(C)S(=O)(=O)c1ccc(Cl)cc1	-4%
CCOc1ccc(-c2cc(C(=O)NCCc3ccc(OC)c(OC)c3)c3c(-c4ccc(F)cc4)[nH]nc3n2)cc1	-6%
CC(=O)Nc1ccc(NC(=O)C2CC(=O)Nc3nc4ccccc4n32)cc1 (stereo unspecified)	-8%
CC1(C)Oc2ccc3ccc(=O)oc3c2/C(=C/NNC(N)=S)C1=O	-2%
COc1ccc(Nc2ccc(N3C(=O)CCC3=O)cc2[N+](=O)[O-])cn1	-10%
Cn1cccc1-c1cc(C(=O)N/N=C/c2ccc(F)cc2)[nH]n1	-8%
CC(=O)N1CCOc2cc(S(=O)(=O)Nc3cc(C(F)(F)F)ccc3Cl)c(C)cc21	2%
O=C(NCc1ccc(Cl)cc1)c1cc(=O)[nH]c2ccccc12	-8%
CC(=O)c1ccc(N2CCN(S(=O)(=O)c3ccc4c(c3)C(C)(C)C(=O)N4)CC2)cc1	-3%
Brc1cccc(CNCCSc2nnnn2-c2ccccc2)c1	-1%
Cc1cc(C)cc(NC(=O)c2nnn(Cc3cccc(Br)c3)c2N)c1	0%

Compound	aSyn tox rescue
O=C(NC1CCN(Cc2ccccc2)CC1)c1ccc(Cn2c(=O)c3ccccc3n(Cc3cccc(F)c3)c2=O)cc1	-29%
COc1ccc(Cl)cc1NC(=O)Cn1ncc2c3ccccc3n(Cc3ccccc3)c2c1=O	-3%
COc1ccccc1NC(=O)CSc1nc(=O)n(CCN2CCOCC2)c2c1CCC2	-1%
CCOC(=O)C1(CCc2ccccc2)CCN(C(=O)C2=C(C)OCCO2)CC1	-33%[inhibitor]
O=C(CCCCCn1c(=O)[nH]c2ccsc2c1=O)NCc1ccccc1	-4%
COc1cccc(NS(=O)(=O)c2ccc3c(c2)n(C)c(=O)n3C)c1	5%
CC(=O)Nc1ccc(S(=O)(=O)NC(C)(C#N)C2CC2)cc1 (stereo unspecified)	12%
O=[N+]([O-])c1cccc(OCc2cn3cccnc3n2)c1	-4%
O=S(=O)(c1ccccc1)c1nc(-c2cccs2)oc1SCc1ccccc1F	4%
NNC(=O)c1cccc(S(=O)(=O)Nc2cccc(C(F)(F)F)c2)c1	-6%
CCc1ccc(C(=O)c2cn(CC(=O)Nc3ccc4c(c3)OCCO4)c3ccc(F)cc3c2=O)cc1	-2%
O=C(CSc1nc2ccccc2n1Cc1ccccc1F)NCc1ccccc1	-5%

# In the list so far, these contain a thiophene ring, fused or not:
Compound	aSyn tox rescue
Cc1nc(SCC(=O)Nc2nsc(-c3ccc(C(C)(C)C)cc3)n2)c2c3c(sc2n1)CCCC3	-7%
COC(=O)Nc1csc2c1NC(=O)CCCC2	-2%
O=C(CCCCCn1c(=O)[nH]c2ccsc2c1=O)NCc1ccccc1	-4%
O=S(=O)(c1ccccc1)c1nc(-c2cccs2)oc1SCc1ccccc1F	4%

# Additional structures follow:
Compound	aSyn tox rescue
COCCCN1C(=O)C(CC(=O)NCc2cccs2)CC(C(=O)N2CCOCC2)=C1C (stereo unspecified)	1%
CCc1ccc(-n2c(N3CCN(c4ccc(F)cc4)CC3)nc3ccccc3c2=O)cc1	14%
O=C(NCc1cccs1)c1ccc(CSc2nc3cccnc3n2Cc2ccccc2F)cc1	2%
Cc1ccc(Cl)cc1NC(=O)CN1C(=O)CCc2ccccc21	-5%
COC(=O)c1ccc(C(=O)OC)c(NC(=O)/C=C/C(=O)O)c1	3%
COCCCNC(=O)CCC(=O)NNc1nc2ccccc2c2nc(C)nn12	-10%
CCc1ccccc1N(c1nc(-c2ccc(OC)c(OC)c2)no1)c1nc(-c2ccc(OC)c(OC)c2)no1	2%
Cc1ccc(NC(=O)Cn2c(=O)n(CCC(C)C)c(=O)c3cccnc32)cc1C	0%
CSc1ccc(CCNC(=O)C(C)n2nc(C)c3c(C)n(-c4ccccc4)nc3c2=O)cc1 (stereo unspecified)	6%
Cc1ccc(NC(=O)C2CCCN(S(=O)(=O)c3cccc4nsnc34)C2)cc1C (stereo unspecified)	-1%
COc1cccc(/C=C/c2nc(C#N)c(NCCN(C)C)o2)c1	-5%
O=C(NCc1cccc(Br)c1)c1ccc(-n2cnc3cccnc32)cc1	-1%

Compound	aSyn tox rescue
CCc1ccc(CN(C(=O)c2nc(SC)ncc2Cl)C2CCS(=O)(=O)C2)cc1 (stereo unspecified)	0%
COc1ccccc1NC(=O)CCNS(=O)(=O)c1ccc2c(c1)CCCC(=O)N2	-8%
O=C(CCNS(=O)(=O)c1ccc2c(c1)CCN2C(=O)C1CC1)Nc1ccc(Cl)cc1	-10%
CCOc1ccc(/C(O)=C2/C(=O)C(=O)N(c3ccccn3)C2c2ccc(Cl)cc2)c(C)c1 (stereo unspecified)	5%
CCOc1ccc(-c2cn3c(n2)sc2cc(C(=O)NCCC4=CCCCC4)ccc23)cc1	-4%
Cc1ccc(S(=O)(=O)N2CCN(Cc3nc4ccc(C)cc4o3)CC2)c(C)c1	9%
O=C(c1ccc2c(c1)N(Cc1ccccc1F)C(=O)c1ccccc1S2=O)N1CCN(c2ccccc2)CC1 (stereo unspecified)	13%
COCCNC(=O)c1cc(-c2cccc(Cl)c2)on1	2%
COc1cccc(C2C(C(N)=O)=C(C)Nc3ncnn32)c1 (stereo unspecified)	-9%
CCCOc1cccc(C2C(C(=O)c3cccs3)=C(O)C(=O)N2Cc2cccnc2)c1 (stereo unspecified)	-1%
COc1ccc(NC(=O)c2ccc3c(c2)c(C)c(C)n3Cc2ccc(F)cc2)cc1	-9%
CC(=O)Nc1ccc(NC(=O)c2ccc3c(c2)NC(=O)c2ccccc2S3)cc1	-4%

Compound	aSyn tox rescue
Cc1cccc(NC(=O)C2CCN(c3nnc(-n4c(C)ccc4C)s3)CC2)c1C	2%
COc1ccc2oc(C(=O)NCc3cc(OC)c(OC)cc3OC)c(C)c2c1	1%
COc1cc(OC)c(C2C=C(c3ccc(C)cc3)Nc3c(C(=O)Nc4ccccc4)cnn32)cc1OC (stereo unspecified)	?
O=C1CCCc2[nH]c(=O)c(-c3nc(-c4cccc([N+](=O)[O-])c4)cs3)cc21	2%
CC(NC(=S)Nc1ccc(OC(F)F)cc1OC(F)F)C(C)(C)C (stereo unspecified)	-6%
COc1ccc(C(=O)NCCc2cn3ccc(C)cc3n2)cc1	-2%
CCOC(=O)COc1ccc([N+](=O)[O-])cc1-c1ccnc2cc(-c3ccc(C)cc3)nn12	6%
Cc1cc(C)c2oc(C(=O)NCCc3ccc(S(N)(=O)=O)cc3)cc(=O)c2c1	-5%&1%
COc1cccc(NS(=O)(=O)c2cc3c4c(c2)CCC(=O)N4CCC3)c1	-6%
COc1ccccc1CNC(=O)CN1C(=O)COc2ccc(S(=O)(=O)N3CCCCC3)cc21	3%
Cc1cc(=O)[nH]c2nnc(SCc3ccccc3F)n12	-4%
COc1ccc([C@@H]2C[C@H]3[C@@H](CN2S(=O)(=O)c2ccccc2)C(=O)C[C@@H](c2cccc4ccccc24)N3S(=O)(=O)c2ccc(C)cc2)cc1	-7%

# As entered above.
# CCOC(=O)COc1ccc([N+](=O)[O-])cc1-c1ccnc2cc(-c3ccc(C)cc3)nn12 in aSyn tox rescue = 6%
# COc1ccc(C(=O)NCCc2cn3ccc(C)cc3n2)cc1 in aSyn tox rescue = -2%
# CC(NC(=S)Nc1ccc(OC(F)F)cc1OC(F)F)C(C)(C)C (stereo unspecified) in aSyn tox rescue = -6%
# COc1ccccc1CNC(=O)CN1C(=O)COc2ccc(S(=O)(=O)N3CCCCC3)cc21 in aSyn tox rescue = 3%

# Continuation:
Compound	aSyn tox rescue
CS(=O)(=O)N1CCc2cc(C(=O)Nc3ccc(C(F)(F)F)cc3)ccc21	-15%
c1ccc(-c2cn3nc(-c4ccccc4)sc3n2)cc1	2%
COc1cccc(NC2c3ccccc3C(=O)N2Cc2ccco2)c1 (stereo unspecified)	-5%
COc1cccc(C(=O)c2cn(CC(=O)NCc3ccccc3Cl)c3nc(C)ccc3c2=O)c1	-4%
Cc1ccc(CN2CCSc3ccc(C(=O)Nc4ccc(C)cc4)cc32)cc1	-1%
CCCN(C(=O)c1cc2c(=O)[nH]c3ccc(C)cc3c2s1)c1ccc(CC)cc1	-1%
C[C@H](CO)N1C[C@H](C)[C@@H](CN(C)CC2CCOCC2)Oc2cc(C#Cc3ccccc3F)ccc2S1(=O)=O	-11%
O=C(COC(=O)CSCc1ccccc1)NCc1ccccc1	6%
COc1cccc(CN(CCC(=O)O)Cc2cccc(OC)c2)c1	2%
O=C(c1ccc2c(c1)N(Cc1cccc(Cl)c1)C(=O)c1ccccc1S2(=O)=O)N1CCCCCC1	0%
CC1CCCCN1CCNC(=O)c1ccc(Cn2c(SCc3ccccc3)nc3cccnc32)cc1 (stereo unspecified)	-3%
COc1cc(CC(=O)Nc2nc(-c3ccc(F)c(F)c3)cs2)cc(OC)c1OC	-6%

Compound	aSyn tox rescue
CSc1ccc(S(=O)(=O)N2CCC(C(=O)Nc3ccccc3C(F)(F)F)CC2)cc1	-3%
CCOc1ccc(-n2c(SCC(=O)Nc3nccs3)nnc2-c2ccoc2C)cc1	7%
Cc1cc(=O)n(Cc2c(F)cccc2Cl)c2c1c(C)nn2-c1cccc(F)c1	-2%
C[C@@H]1CN([C@@H](C)CO)S(=O)(=O)c2ccc(C#CC3CCCCC3)cc2O[C@@H]1CN(C)Cc1cccnc1	6%
Cc1ccc(NC(=O)N2CCN(c3nnc(C)c4c(C)n(-c5ccccc5)nc34)CC2)cc1Cl	1%
